Insulin prom inh – inhibitors of insulin promoter-driven GFP, primary screen, imaging, TRM-6 cells (human fetal islet line), eGFP reporter, cell count; reporter expression induced with tamoxifen; inhibition, % at 2 µM; 0.9% of 130,000 active;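 active = inhibition above the mean plus 3 SD, with well images judged a real hit on visual review, cut at about 60% in these data, passing the limit was not always enough; inconclusive = inhibition over the cutoff but images rejected on review; inactive = inhibition not above the cutoff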
sdo1 growth – growth rescue of sdo1-depleted yeast, primary screen, S. cerevisiae, bone marrow failure model. S. cerevisiae sdo1-depleted JHY4D growth rescue, OD600 30 h; active compounds read high; pdr5 snq2 efflux-pump mutant strain. 0.21% of 140,000 active. AID 817, 2007. z-score at 10 µM;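 active = z-score above 3 at both the 24 hr and the 30 hr optical density reads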;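 note: z-score against mean and SD of all compound wells on the same plate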
sdo1 growth Rescue 24 h – second read-out of sdo1 growth, no call of its own (marks repeat the call); z-score; S. cerevisiae sdo1-depleted JHY4D growth rescue, OD600; measured here: growth rescue at 24 h;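 0 is the plate mean of compound wells and units are plate SD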
* marks the source's active call; other numbers are inactive results; ? = inconclusive; . = no result given; [ ] = another dose, or the depositor's remark.

compound,Insulin prom inh,sdo1 growth,sdo1 growth Rescue 24 h
CCc1ccccc1NC(=O)/C(C#N)=C/c1ccc(Sc2ccccc2)o1,-15,0.42,0.91
O=C(CCN1C(=O)c2ccccc2C1=O)C1=NN[C@@H]2C(=O)N(c3cccc(Cl)c3)C(=O)[C@H]12,11,1.2,1.2
Cn1c(NC(=O)C2CCCC2)cc(=O)n(C)c1=O,.,0.04,-0.68
CCOC(=O)c1sc(/N=C/N(C)C)c(C(=O)OCC)c1C,38,-0.98,-0.82
O=[N+]([O-])c1cc(Br)cc(/C=N/n2cnnc2)c1O,-75,.,.
Cc1cnc(NC(=O)c2cc3c(s2)CCCC3)s1,11,-1.3,-0.54
O=C(Cc1ccc([N+](=O)[O-])cc1)NCc1ccc2c(c1)OCO2,47,1.2,-0.02
Cc1ccc(NC(=S)NCCC2=CCCCC2)cc1,-71,.,.
Cc1cc(C)c2c(c1)cc(C)c1nnc(SCC(=O)Nc3ccccc3N3CCOCC3)n12,.,-0.54,-0.89
N#Cc1c(NC(=O)CSc2ncccn2)oc(-c2ccccc2)c1-c1ccccc1,0,.,.
CCC(=O)n1nc(-c2cccnc2)nc1NCc1ccc(F)cc1,-31,.,.
C[C@@H](O)C1NC(=O)[C@H](CCCCN)NC(=O)c2cc([N+](=O)[O-])cc(F)c2NCCCC[C@@H](C(N)=O)NC1=O (stereo partly drawn),41,0.04,-0.03
CNc1nc(N)c([N+](=O)[O-])c(NCc2ccccc2)n1,.,-0.45,-0.04
O=C(NCCCN1CCOCC1)c1cc(-c2ccc(Br)cc2)on1,.,-0.5,-0.43
CSc1nsc(SCc2cnc(C)nc2N)n1,-203,-0.55,1
Cc1ccc2c(C)c(C(=O)N(Cc3cccs3)C3CCS(=O)(=O)C3)oc2c1 (stereo not drawn),16,-0.77,-0.07
CCOc1ccccc1-n1c(SCC(N)=O)nc2ccccc2c1=O,-3,-0.42,-0.18
COCCn1c(C)cc(C(=O)COC(=O)c2ccc3c(c2)NC(=O)CS3)c1C,33,-0.21,-0.12
Cn1c(SCC(=O)N2CCN(c3ccccc3)CC2)nnc1-c1c[nH]c2ccccc12,.,-1,-1.3
Cc1cccc(C(=O)OCC(=O)Nc2ccc(N3CCCCC3)cc2)c1O,-46,-0.7,-1.4
Nc1cnn(C2CCCO2)c(=O)n1 (stereo not drawn),-11,0.8[19.9 µM],0.35
COC(=O)Cc1ccc2oc(-c3cccnc3)nc2c1,-100,.,.
CCCn1c(-c2ccc(F)cc2)n[nH]c1=S,-28,-0.1,0.07
Oc1[nH]c2ccccc2c1N=Nc1nc2ccccc2s1,.,-0.06,0.8
COc1ccccc1OCC(=O)OC/C(O)=C(\C#N)c1nc2ccccc2[nH]1,.,-0.92,-0.99
COc1cc(OC)c(C(=O)NCC2CCCO2)cc1OC (stereo not drawn),-20,.,.
CCN(CC)S(=O)(=O)c1cc(C(=O)Oc2cccc(-c3cnc4ccccc4n3)c2)ccc1Br,14,0.7,0.6
CCCOc1ccc([N+](=O)[O-])c(N)c1,22,0.32,-0.4
CCN(CC)c1ccc([N+](=O)[O-])cc1C(=O)O,.,1.7,1.8
CCCCCOc1ccc(NS(C)(=O)=O)cc1,-36,-0.06,-0.49

The list goes on; the last three above are carried over.
compound,Insulin prom inh,sdo1 growth,sdo1 growth Rescue 24 h
CCCOc1ccc([N+](=O)[O-])c(N)c1,22,0.32,-0.4
CCN(CC)c1ccc([N+](=O)[O-])cc1C(=O)O,.,1.7,1.8
CCCCCOc1ccc(NS(C)(=O)=O)cc1,-36,-0.06,-0.49
O=C(O)CNC(=O)/C(=C/c1ccco1)NC(=O)/C=C/c1ccccc1,.,0.97,0.12
CCCC(=O)C1=C(O)C(C(=O)OC)C(C)(C)CC1=NC (stereo not drawn),19,0.78,0.98
O=C(Nc1ccc2oc(-c3ccccc3)nc2c1)c1cccnc1,-64,-0.3,-0.47
CCOC(=O)c1cnc2c(c(C)nn2C)c1Oc1ccc(Cl)cc1,-30,-1.2,-0.98
O=C(CN1C(=O)NC2(CCCC2)C1=O)Nc1cccc(-c2nnc3n2CCCCC3)c1,?,1.3,1.4
COC(=O)c1c(NC(=O)c2cccc([N+](=O)[O-])c2)sc(C(N)=O)c1C,33,.,.
CCCC1(C(=O)OCC)NC(c2ccc(O)cc2)C2C(=O)N(c3ccc4c(c3)OCCO4)C(=O)C21 (stereo not drawn),20,1.3,1.6
CN(C)c1ccc(/C=N/NC(=O)C2COc3ccccc3O2)o1 (stereo not drawn),0,0.05,-0.09
COc1ccc(C)cc1NC(=S)NN1CCN(C)CC1,5,.,.
O=C(c1cccc(S(=O)(=O)N2CCOCC2)c1)N1CCCc2ccccc21,-45,-0.31,-0.51
O=C1CCC(=O)N1c1ccccc1-c1ccccc1,36,0.57,0.86
CC(C)C1N(S(=O)(=O)c2ccccc2)CCN1S(=O)(=O)c1ccccc1,-15,-1.3,-0.16
Cc1ccccc1N1CC(C(=O)Nc2nnc(SCC(=O)Nc3nccs3)s2)CC1=O (stereo not drawn),4,1.2,0.65
COc1ccc2nc(SCC(=O)Nc3ccc(S(=O)(=O)Nc4onc(C)c4C)cc3)[nH]c2c1,-14,-0.29,-0.63
N#Cc1ccc(OCC(=O)NCCc2ccc(S(N)(=O)=O)cc2)cc1,14,0.12,0.4
CC(=O)NC(Cc1ccccc1C)C(=O)NC1CCN(C(=O)c2ccc(C)cc2)CC1 (stereo not drawn),27,.,.
CC1=NN(c2ccccc2)C(=O)/C1=C\c1cn(C)c2ccccc12,27,.,.
COc1ccc(NC(=O)C2CCN(C(=O)c3cccs3)CC2)cc1OC,43,-0.35,0.45
CC(=O)c1c(C)[nH]c(C(=O)OCC(=O)Nc2ccc(Cl)cc2[N+](=O)[O-])c1C,.,-1.1,-1.1
CN(C)c1ncnc2c1ncn2C1OC(CO)C(O)C1O (stereo not drawn),92*,0.64,-0.19
O=C(Nc1nnc(-c2ccccc2)o1)NC1CCCCC1,-13,-0.97,-0.66
CC1CC(=O)c2cnc(NCC3CCCO3)nc2C1 (stereo not drawn),-32,0.71,0.48
CCOC(=O)C1=C(C)N=c2s/c(=C\c3cccn3C)c(=O)n2C1c1cccc(OC)c1OC (stereo not drawn),8,0.11,0.11
CCn1cc(-c2cc(C(=O)O)on2)c(C)n1,-223,.,.
COc1cc(C(=O)NCc2ccc(F)cc2)cc(Cl)c1OC,53,-0.53,-0.78
COc1ccc(-c2nc3cnccn3c2Nc2ccc3c(c2)OCO3)cc1,.,-0.48,-0.8
Cc1ccccc1C(=O)NNC(=S)NC(=O)c1cccnc1,7,0.35,0
O=C(O)C1C2C=CC3(O2)C1C(=O)N1c2ccccc2COC13 (stereo not drawn),-23,0.86,0.88
C[C@@H]1NC(=O)c2cc([N+](=O)[O-])cc(I)c2OCC[C@@H](C(=O)NC(CC(=O)O)C(N)=O)NC(=O)[C@H](CC(N)=O)NC1=O (stereo partly drawn),45,0.77,0.51
O=C(O)CSC(C(=O)Nc1ccc(C(F)(F)F)cc1)c1ccccc1 (stereo not drawn),-17,0.97,0.96
Cc1ccc(N2CC(C(=O)NCCC(C)C)CC2=O)cc1 (stereo not drawn),56,0.28,-0.15
COCCNC(=O)c1c(NC(=O)c2nc(SC)ncc2Cl)sc2c1CCCC2,.,0.86,2.2
COc1ccccc1N1CCN(CC(=O)Nc2ccc(CN3CCCCC3)cc2)CC1,21,0.57,0.5
O=C(CN1CCN(S(=O)(=O)c2ccc(F)cc2)CC1)Nc1cc(C(F)(F)F)ccc1Cl,-29,-0.19,-0.27
Cc1ccc(NC(=O)C(C)OC(=O)c2ccc(NS(=O)(=O)c3ccc(F)c(F)c3)cc2)cc1 (stereo not drawn),15,0.19,-0.33
Cn1cnnc1Sc1cc(N2CCN(S(=O)(=O)c3ccc4ccccc4c3)CC2)ccc1[N+](=O)[O-],.,-1.2,-0.92
CCC(C)NC(=O)c1ccccc1NC(=O)CN1C(=O)c2ccccc2S1(=O)=O (stereo not drawn),-29,-0.21,-0.54
Cc1occc1-c1nnc(SCC(=O)N2CCOCC2)n1CC(C)C,-7,0.92,1
O=C(COc1ccccc1Cl)N1CCN(c2ccc(F)cc2)CC1,17,-0.7,0.3
CC(=O)NC(=S)Nc1ccccc1C(=O)Nc1ccccc1,.,0.9,1.3
O=C(OCC(=O)N1CCCC1)c1cncc(Br)c1,100*,3.1,2.1
Cc1cc(C)c(C#N)c(SCS(=O)Cc2ccc(Cl)cc2)n1 (stereo not drawn),.,-0.99,-0.36
O=S(=O)(CCOc1ccccc1)N1CCOCC1,21,-0.83,0.03
O=C(NC(=S)Nc1ccc(NC(=O)c2cccs2)cc1)c1cc2ccccc2o1,19,2.3,2.1
Cc1nc(N2CCN(c3ncccn3)CC2)c2oc3ccccc3c2n1,-38,.,.
COc1ccc(S(=O)(=O)N2CCN(c3ccc4nnc(-c5ccccc5)n4n3)CC2)cc1,.,-0.18,-0.04
CC(C)Cn1c(O)c2ccc(C(=O)N=NC(=O)c3cccnc3)cc2c1O,.,1.1,1.4
O=C(/C=C/c1cccc([N+](=O)[O-])c1)NCc1ccc2c(c1)OCO2,-25,0.35,0.62
O=C(CSc1ccc2c(c1)OCCO2)NC(=O)NC1CCCC1,38,0.34,-0.22
Cc1cc(C)n2nc(SCC(=O)N(C(C)C)C(C)C)nc2n1,12,0.32,-0.03
CC(C)c1ccc(Nc2ncccc2C(=O)O)cc1,25,.,.
CCOC(=O)c1c(C)c(C(=O)Nc2ccc3c(c2)OCCO3)c(C)n1CC,.,-0.31,-0.4
CC(C)(C)c1nc(C(C)(C)C)c(Br)c(=O)[nH]1,6,-0.55,-0.28
Cc1ccccc1NC(=S)NCC(c1cccnc1)N(C)C (stereo not drawn),.,0.16,0.28
COc1cc(C=O)ccc1OCC(=O)NC(C)(C)C,-18,.,.
Cc1sc(/N=C/c2c(O)ccc3ccccc23)c(C#N)c1C,.,0.39,0.35
O=C(CN1CCc2ccccc21)NCc1ccccc1Cl,.,0.01,-0.08
O=C(c1ccccc1)c1ccc2nc(N3CCCCC3)c3nncn3c2c1,-320,-1.9,-1.2
CCCCc1nc(SCC(=O)Nc2cc(C)on2)n[nH]1,-14,0.42,0.35
O=C(NCCCN1CCOCC1)C1CC(=O)N(C2CCCCC2)C1 (stereo not drawn),13,-0.08,-0.8

New compounds follow.
compound,Insulin prom inh,sdo1 growth,sdo1 growth Rescue 24 h
Cc1ncc([N+](=O)[O-])n1CCOC(=O)c1cc(Cl)cc(Cl)c1N,-68,-0.25,0.34
COc1ccc2c(c1)cc1n2CCN=C1N,9,0.31,0.11
CCn1c(SCC(=O)Nc2ccc3c(c2)oc2ccccc23)nnc1-c1ccc(N)cc1,-10,-0.78,1.2
O=C(O)c1cccc(NC(=S)NC(=O)c2ccc(-c3ccc(Cl)cc3)o2)c1,-29,.,.
CCOC(=O)c1cnc2c(C)c(C)ccc2c1Nc1ccc(S(=O)(=O)Nc2ncccn2)cc1,.,-1.1,-1.2
Cc1nc2ccc(NC(=O)COc3ccccc3)cc2s1,5,.,.
CCN(CC)CCCn1c(=S)[nH]c2ccccc2c1=O,.,-0.21,-0.49
CCC(=O)N1CCc2cc(S(=O)(=O)NC(Cc3ccccc3)C(=O)NC3CCCC3)ccc21 (stereo not drawn),.,1.4,-0.34
Cc1cc(C(F)(F)F)nn1CC(=O)NNC(=S)Nc1ccc(Cl)cc1,15,1.1,0.64
CCCC(=O)Nc1nnc(-c2ccc3c(c2)OCCO3)o1,44,.,.
COc1cc(/C(C)=N/Nc2ccc(C(=O)O)cc2)cc(OC)c1OC,-107,1.2,0.05
COc1cc(CSc2nnnn2-c2ccc(C)cc2)cc(OC)c1OC,.,-0.14,0.4
COc1cccc(CNC(=O)CC2Sc3ccccc3NC2=O)c1 (stereo not drawn),-21,.,.
COc1ccc(S(=O)(=O)Nc2ccccc2OC)cc1NC(=O)c1cc2ccccc2oc1=O,.,0.46,1.4
Cc1ccc(C(=O)Oc2ccccc2N2C(=O)C3CCCCC3C2=O)cc1 (stereo not drawn),.,-1.5,-0.47
CC1(C)Cc2c(sc3ncn4c(=S)[nH]nc4c23)CO1,42,.,.
Cn1cccc1Cc1nnc(SCC(=O)N2CCc3ccccc32)n1-c1ccc(F)cc1,.,-0.81,-0.49
CC(C)c1nc2oc3c(NCC4CCCO4)ncnc3c2c2c1COC(C)(C)C2 (stereo not drawn),.,0.19,0.1

Sorted by count of non-hydrogen atoms (ascending): some entries from above.
compound,Insulin prom inh,sdo1 growth,sdo1 growth Rescue 24 h
Cc1ncc([N+](=O)[O-])n1CCOC(=O)c1cc(Cl)cc(Cl)c1N,-68,-0.25,0.34
COc1cc(/C(C)=N/Nc2ccc(C(=O)O)cc2)cc(OC)c1OC,-107,1.2,0.05
Cc1ccc(C(=O)Oc2ccccc2N2C(=O)C3CCCCC3C2=O)cc1 (stereo not drawn),.,-1.5,-0.47
CCOC(=O)c1cnc2c(C)c(C)ccc2c1Nc1ccc(S(=O)(=O)Nc2ncccn2)cc1,.,-1.1,-1.2

Screens: PubChem BioAssay, several laboratories
